# PI5P4Ka inh = inhibitors of human PI5P4K alpha | P48426 | PI5P4Kalpha enzyme, ADP-Glo luminescence, 60 min; hits give low values | max response, % | 330,000 compounds, 1.2% hits; active = max response of -50% or lower; inconclusive = between -30% and -50%; inactive = -30% or higher; note: value at the top dose of about 77 µM; % is set by controls: 0 for no effect and ±100 for the full control effect
# Target sequence (P48426 whole entry, looked up): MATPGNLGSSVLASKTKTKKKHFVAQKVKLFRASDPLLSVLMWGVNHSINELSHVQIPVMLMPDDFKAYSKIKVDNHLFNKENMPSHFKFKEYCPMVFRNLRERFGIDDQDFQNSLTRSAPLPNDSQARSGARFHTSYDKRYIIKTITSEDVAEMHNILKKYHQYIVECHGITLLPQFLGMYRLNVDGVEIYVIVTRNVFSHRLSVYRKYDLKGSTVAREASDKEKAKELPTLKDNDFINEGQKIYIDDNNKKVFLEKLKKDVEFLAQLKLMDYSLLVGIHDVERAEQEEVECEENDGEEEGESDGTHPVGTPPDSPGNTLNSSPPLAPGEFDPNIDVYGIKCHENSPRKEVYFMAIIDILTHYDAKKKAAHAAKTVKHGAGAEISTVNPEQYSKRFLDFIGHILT
#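 PI5P4Kalpha ADP-Glo assay; 5 microM ATP final; 60 min RT reaction; HEPES pH 7.4/EGTA/CHAPS, 5% DMSO; controls lacking substrate or enzyme; luminescent end-point.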
# EPAC1 antag = blocks human EPAC1 exchange factor | O95398 | 360,000 compounds, 0.14% hits | Potency, µM (titrated, usually from 115 µM), for inactives: top-dose activity change, negative = inhibition, actives largely listed as inhibitors | EPAC1 GEF assay, Rap1b-BODIPY-GDP exchange fluorescence;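 note: potency is the fitted concentration of half-maximal effect; plate controls were vehicle for no effect and positive control for full effect; nearly all actives have a fitted effect of over 50% in size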
# Mm-Cpn inhibitor = blocks the Methanococcus maripaludis chaperonin Mm-Cpn; Potency, µM (top dose mostly 76.9 µM), inactives show at the highest dose activity, negative = inhibition, most hits filed as inhibitors; 330,000 compounds, 0.031% hits; purified Mm-Cpn ATPase, ADP Transcreener TR-FRET; note: potency is the fitted concentration of half-maximal effect; % is set by controls: 0 for no effect and ±100 for the full control effect; nearly all actives have a fitted effect of over 80% in size
#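 Purified archaeal Mm-CPN (25nM final) preincubated 10 min at 37degC with compound, then 10uM ATP for 30 min at 37degC; ADP measured by HTRF Transcreener TR-FRET; buffer 30 mM TRIS pH 7.4, 100mM KCl, 5mM MgCl2, 1mM DTT.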
# PLK1 PBD inh = PLK1 (human) polo-box domain binding inhibition | P53350 | 360,000 compounds, 2.8% hits | Potency, µM, inactives show max response, negative = inhibition, hits mostly inhibitors | Plk1 PBD binding of FITC phosphopeptide, fluorescence polarization; note: potency is the fitted concentration of half-maximal effect; series mostly up to about 57 µM; % is set by controls: 0 for no effect and ±100 for the full control effect; nearly all actives have a fitted effect of over 65% in size
# Target sequence (P53350 whole entry, looked up, the tested form may be a part): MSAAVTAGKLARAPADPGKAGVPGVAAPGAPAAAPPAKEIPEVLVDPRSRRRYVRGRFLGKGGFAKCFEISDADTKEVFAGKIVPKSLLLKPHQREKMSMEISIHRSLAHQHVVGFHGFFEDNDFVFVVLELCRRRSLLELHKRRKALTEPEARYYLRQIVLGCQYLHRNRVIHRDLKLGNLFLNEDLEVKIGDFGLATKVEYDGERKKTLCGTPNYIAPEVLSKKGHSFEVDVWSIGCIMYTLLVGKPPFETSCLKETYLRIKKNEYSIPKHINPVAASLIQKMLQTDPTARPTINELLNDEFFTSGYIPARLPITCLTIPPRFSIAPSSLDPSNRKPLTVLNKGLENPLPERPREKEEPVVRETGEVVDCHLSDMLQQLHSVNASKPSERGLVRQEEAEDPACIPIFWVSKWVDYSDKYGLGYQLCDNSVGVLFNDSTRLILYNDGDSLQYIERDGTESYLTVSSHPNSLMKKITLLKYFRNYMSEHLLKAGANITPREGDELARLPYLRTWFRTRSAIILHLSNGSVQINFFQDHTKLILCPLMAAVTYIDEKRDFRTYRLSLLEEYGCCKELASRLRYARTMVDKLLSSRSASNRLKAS
# EPAC1 agonist = EPAC1 (human) agonism | EPAC1 agonist qHTS, biochemical assay; response scale: 100% = response to 6.5 mM cAMP | O95398 | AID 720707 | Potency, µM (highest dose often 154 µM), inactives show at the top dose activation, usual class: activators | 360,000 compounds, 0.073% hits; note: potency is the fitted concentration of half-maximal effect; nearly all actives have a fitted effect of over 60% in size
#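 Nucleotide exchange by EPAC1 (100 nM) on Rap1B–BODIPY-GDP (250 nM) in the presence of 50 uM GDP is tracked fluorescently at 480/540 nm over 30 min. Signals are normalized to a 6.5 mM cAMP control.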
# WRN helicase inh = inhibitors of human WRN helicase | Q14191 | WRN helicase unwinding, fluorescent forked duplex, kinetic | Potency, µM (doses to about 114 µM), without a hit: top-dose activity change, negative = inhibition, actives largely listed as inhibitors | 360,000 compounds, 0.46% hits | AID 651768; note: potency is the fitted concentration of half-maximal effect; % is set by controls: 0 for no effect and ±100 for the full control effect; nearly all actives have a fitted effect of over 55% in size
#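 Kinetic fluorescence helicase assay: unwinding of a quenched forked DNA duplex (100 nM final) with 2 mM ATP final raises red fluorescence (525/598 nm). Compounds sat 15 min at room temperature with 20 nM WRN beforehand.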
# CCT modulator = modulators of cytosolic chaperonin (CCT/TRiC) activity; AID 651819; purified chaperonin ATPase assay, HTRF ADP detection, 30 min; activity change, % (test concentration not listed), hits read low; 360,000 compounds, 0.3% hits; in the data active = activity change below about -30%; note: % is set by controls: 0 for no effect and ±100 for the full control effect
#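 First, chaperonin was dispensed at 40 nM or 20 nM final depending on batch activity. Next, compounds were pinned at 76 uM and ATP added at 10 uM. After 30 min at 37 °C, ADP detection reagents ran 30 min at ambient temperature.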
# EPAC2 antagonist = blocks human EPAC2 exchange factor; Q8WZA2; 360,000 compounds, 0.18% hits; AID 720708; EPAC2 GEF exchange of Rap1B-BODIPY-GDP, fluorescence; Potency, µM (titrated, usually from 114 µM), inactives show at the top dose activity, negative = inhibition, most hits filed as inhibitors; note: potency is the fitted concentration of half-maximal effect; % is set by controls: 0 for no effect and ±100 for the full control effect; nearly all actives have a fitted effect of over 45% in size; many of its hits are not listed in these tables
# An asterisk follows results filed as active; ? = inconclusive; . = not tested or not shown; & = joins results of further samples; [ ] = another dose, or the depositor's remark. Unless noted, calls come from the whole dose curve; as a rule, active = well fitted curve in the direction sought with a large enough effect; inconclusive = small, poorly fitted or top-dose-only effect, or another doubt; inactive = no such curve, though single readings can be large; an effect the other way counts as inactive or inconclusive. These rows are one share of the data; count on the stated rates, not on these rows.
# The first 2 compounds as a preview:
canonical_smiles	EPAC1 antag	WRN helicase inh	EPAC2 antagonist	Mm-Cpn inhibitor	EPAC1 agonist	PI5P4Ka inh	CCT modulator	PLK1 PBD inh
CCN1CCN(c2cc(C)c3cc(NC(=O)c4ccncc4)ccc3n2)CC1	-16%	-14%	-1%	0%	-3%	3	-1.4	-9%
CCOCCCNS(=O)(=O)c1ccc(-n2cnnn2)c(OC)c1	15%	-19%	15%	2%	-1%	.	-0.1	-19%

# The listing, repeating the preview:
canonical_smiles	EPAC1 antag	WRN helicase inh	EPAC2 antagonist	Mm-Cpn inhibitor	EPAC1 agonist	PI5P4Ka inh	CCT modulator	PLK1 PBD inh
CCN1CCN(c2cc(C)c3cc(NC(=O)c4ccncc4)ccc3n2)CC1	-16%	-14%	-1%	0%	-3%	3	-1.4	-9%
CCOCCCNS(=O)(=O)c1ccc(-n2cnnn2)c(OC)c1	15%	-19%	15%	2%	-1%	.	-0.1	-19%
NS(=O)(=O)c1ccc(NC(=O)CSc2nc3ccccc3n2-c2ccccc2)cc1	-3%	-10%	1%	-2%	11%	-25	-2.4	6%
O=C(O)C1CC=CCC1C(=O)NCc1ccc(Cl)c(Cl)c1 (stereo not given)	-1%	-2%	1%	.	-3%	3	-3.7	3%
CCOc1ccc(N(CC(=O)Nc2ccc(OC)cc2)C2=NC3CS(=O)(=O)CC3S2)cc1 (stereo not given)	7%	-3%	-6%	1%	7%	3	-2.2	-11%
CCOC(=O)C1CCN(C(=O)c2ccc3c(=O)n4nc(Nc5ccccc5OC)sc4nc3c2)CC1	-5%	2%	-1%	.	8%	-1	-1.0	-11%
NC(=O)c1cc(S(=O)(=O)N2CC=C(c3ccccc3)CC2)cs1	-13%	5%	8%	-2%	-1%	-3	1.7	-12%
O=C(NC(=S)Nc1ccc(F)cc1)C1CCCCC1	-1%	7%	-4%	-3%	-6%	-1	-1.1	-1%
OCC[C@@H]1C[C@H](O)[C@@H](O)[C@]2(OCCc3ccccc32)O1	1%	-4%	2%	-6%	-22%	-6	0.1	0%
Cc1nc2ccccn2c1C(=O)N/N=C/c1cc(C)n(-c2ccc(Br)cc2)c1C	-8%	1%	-5%	1%	16%	.	-0.7	-5%
COc1cccc(C(=O)N(c2ccccc2)C2C=CS(=O)(=O)C2)c1 (stereo not given)	-4%	12%	-1%	1%	-6%	-2	-1.1	-7%
CCOc1ccc(/C=C/C(=O)N2CCOCC2)cc1OC	?	3%	-2%	-3%	5%	4	-1.3	-17%
COc1ccc(CCNC(=O)CNS(=O)(=O)c2ccc(Cl)cc2)cc1	-18%	0%	2%	.	5%	-1	-1.7	-5%
CC(C)=CCC/C(C)=C/C(N)=O	-27%	8%	-8%	2%	-5%	4	-1.6	-14%
Cc1cccc(CCNC(=O)CCS(=O)(=O)c2ccc3nc(C)sc3c2)c1	4%	0%	0%	0%	1%	3	0.4	-13%
COc1ccc(C)cc1NC(=O)CN1c2cccc3cccc(c23)S1(=O)=O	-7%	1%	-3%	-23%	-4%	-3	-1.4	-3%
CC(=O)c1c(C)oc2ccc(NS(=O)(=O)c3cccs3)cc12	-14%	0%	-4%	-3%	11%	-5	-2.8	-20%
O=C(NC1=NCCS1)C1CC2CCC1C2 (stereo not given)	0%	3%	-4%	-4%	0%	7	0.8	-3%
O=C(NCCS(=O)(=O)N1CCN(c2ccccc2F)CC1)c1cccc(Br)c1	-2%	-8%	-14%	-2%	6%	5	-0.7	-12%
COc1cc(/C=C2/NC(=O)NC2=O)ccc1OCC(=O)Nc1ccc(F)cc1	4%	?	0%	0%	-6%	-5	-1.6	-5%
CCCOc1ccccc1C1NC(=O)NC(C)=C1C(=O)OCc1ccccc1 (stereo not given)	-25%	-8%	?	2%	28%	.	-1.7	-7%
O=C(/C=C/c1ccco1)Nc1sc2c(c1C(=O)O)CCC2	0%	-3%[11.6 µM]	-3%	-7%	5%	.	-15	-18%
O=C(Nc1cccc(NC(=O)c2ccc(-c3cccc(Br)c3)o2)c1)c1ccco1	1%	-9%	4%	?	6%	.	-1.6	-12%
CC(=O)Nc1ccc2c(c1)ncn2C1CCCCC1	-5%	-8%	11%	.	-4%	-8	-5.0	3%
Cc1oc(-c2ccc(Cl)cc2)nc1CN1CCCC(C(=O)N2CCOCC2)C1 (stereo not given)	6%	-3%	4%	-1%	0%	-11	-0.4	-10%
COc1ccc(NS(=O)(=O)c2c(C(=O)N3CCCCCC3)c(C)n(C)c2C)cc1	-18%	-1%	0%	-2%	-17%	-5	-1.1	-16%
C=CCn1c(SCC(=O)/C(C#N)=C(\C)N)nnc1C1CCCCC1	22%	-13%	9%	0%	3%	.	0.4	3%
O=[N+]([O-])c1ccccc1CNCCO	6%	5%	10%	1%	2%	5	1.5	3%
O=C(CS)Nc1ccc2ccccc2c1	-26%	-7%	3%	-3%	-12%	0	0.6	-19%&0%
CC1(C)CN(c2cccc(C#N)c2)C1=O	-2%	3%	10%	0%	9%	-20	-3.0	-14%
CSc1ccc(CN2CCCC(N3CCN(c4ccccc4)CC3)C2)cc1 (stereo not given)	3%	6%	-21%	0%	20%	2	-2.8	-11%
Cc1ccc(S(=O)(=O)CCC(=O)OCc2ccccc2F)cc1	-24%	-5%	-11%	-2%	0%	2	-2.3	2%
CC1CCCCN1S(=O)(=O)c1ccc(S(=O)(=O)N(Cc2ccccc2)Cc2ccco2)cc1 (stereo not given)	10%	-7%	4%	-2%	6%	.	-3.1	0%
Cc1ccc(NC(=O)N(C2CCCCC2)C(C)c2cccnc2)cc1C (stereo not given)	7%	4%	12%	-3%	-8%	1	0.8	0%
O=C(CN1C(=O)NC(c2ccccc2)(c2ccccc2)C1=O)N1CCN(c2ccccc2F)CC1	-16%	-5%	10%	1%	3%	-1	0.3	-6%
Cn1c(Cc2cccs2)n[nH]c1=S	-2%	1%	-1%	-1%	0%	0	-1.0	27µM*
CN1CCc2c(sc3c2C(=O)NC(c2ccccc2)N3)C1 (stereo not given)	1%	-14%	9%	-5%	-2%	-10	-1.5	-16%
COc1ccccc1C(=O)NC(=O)COC(=O)c1oc2ccccc2c1C	6%	0%	-1%	1%	7%	-2	-0.4	1%
CC1(C)Cc2c(cnn2-c2ccc(F)cc2)C(NC(=O)C2=NNC(=O)CC2)C1 (stereo not given)	3%	5%	3%	1%	10%	?	-0.9	3µM*
COC(=O)N1N=C(c2ccccc2)CC1(O)C(F)(F)F (stereo not given)	-4%	146%[activator]	-1%	0%	9%	.	-4.2	-6%
COC(=O)[C@@]12CCCCN1[C@H](c1ccc(-c3ccc(Cl)c(Cl)c3)c(OC)c1)[C@H]1C(=O)N(C)C(=O)[C@H]12	6%	2%	6%	-3%	2%	-1	-1.9	4%
O=C(Nc1ccc2c(c1)OCO2)c1ccc(Cl)s1	-2%	-12%	11%	0%	-3%	.	-2.5	-7%
O=C(CSc1nnc(NC(=O)c2ccco2)s1)NCc1ccc2c(c1)OCO2	-1%	-15%	-7%	?	8%	-7	-2.4	-14%
Cn1ncc(Br)c1C(=O)Nc1cccc(C(F)(F)F)c1	-5%	-8%	9%	0%	-2%	11	0.3	-2%
O=C(Nc1ccc(S(=O)(=O)Nc2nccs2)cc1)C1CC(=O)N(c2ccccc2)C1 (stereo not given)	-15%	-9%	-1%	-2%	5%	2	-4.8	1%
O=C1c2ccccc2C(=O)c2c1cccc2N1CCOCC1	-8%	-18%	-20%	-2%	1%	1	-3.5	5%
C=CCNC(=O)CSc1nnc(-c2ccccc2Cl)n1-c1c(C)n(C)n(-c2ccccc2)c1=O	5%	-1%	13%	-6%	-5%	.	-0.2	-2%
Cc1cc(NC(=O)c2c(F)c(F)c(F)c(F)c2F)no1	1%	-3%	-2%	0%	-1%	.	-1.1	-8%
CC(C)c1nc(CNC(=O)c2ccc(OC3CCN(Cc4ccccn4)CC3)cc2)cs1	-2%	-3%	0%	-2%	0%	0	-0.4	-11%
c1ccc(Nc2ncnc3sccc23)cc1	-3%	7%	-2%	1%	1%	3	0.4	-5%
CCOc1ccccc1NC(=O)CC1NCCNC1=O (stereo not given)	-12%	3%	-3%	0%	4%	-1	-1.7	-3%
CC(C)(C)C(=O)Nc1ccccc1N1CCN(c2ccc(F)cc2)CC1	?	-10%	2%	0%	1%	7	0.0	-4%
O=C(N/N=C/c1ccsc1)C1CC1	10%	1%	-5%	-18%	-5%	-3	-0.6	4%
Cc1cc(C(F)(F)F)c2c(N)c(C(=O)Nc3cc(C)on3)sc2n1	-14%	-10%	-6%	-5%	-6%	.	-1.5	-9%
Cc1nc2nc(COc3ccccc3)[nH]n2c(=O)c1Cl	-4%	-16%	-4%	-4%	-2%	-6	0.8	-2%
COc1cccc(C(=O)C2CCCN(Cc3cccc(OCCO)c3)C2)c1 (stereo not given)	-8%	10%	23%	0%	0%	-5	-5.4	-23%
COc1ccc(OC)c(S(=O)(=O)NC2CCCCNC2=O)c1 (stereo not given)	?	-3%	3%	1%	13%	-4	0.8	9%
CC(C(=O)N1CCc2ccccc21)n1cnc2c1c(=O)n(C)c(=O)n2C (stereo not given)	-8%	-2%	7%	1%	9%	1	1.6	-7%
Cc1cc(OCC(=O)N2CCc3ccccc3C2)c2c(-c3ccccc3)cc(=O)oc2c1	12%	-10%	15%	0%	8%	3	-2.3	-9%
CC(C)(O)C(=O)N/N=C\c1ccc(OC/C=C/c2ccccc2)cc1	-23%	-6%	-7%	1%	-10%	3	2.5	9%
CCc1ccc(NC(=O)CC2C(=O)N(c3ccc(C)cc3)C(=O)N2CCc2ccncc2)cc1 (stereo not given)	-16%	-5%	2%	-1%	-14%	-6	-4.3	-5%
Cc1cccc(CN2[C@H](CO)C=CS2(=O)=O)c1	-1%	-4%	6%	.	0%	0	1.5	-3%
C[C@@H]1CN([C@H](C)CO)C(=O)CCCn2nncc2CO[C@@H]1CN(C)S(=O)(=O)c1cccs1	-1%	-1%	1%	.	-16%	-6	-2.7	-12%
